# S3 lipid droplet: qHTS Assay for Lipid Storage Modulators in Drosophila S3 Cells | Drosophila S3 cells, BODIPY lipid droplet fluorescence, 18-24 h; cells fed with added oleic acid | lipid storage change, negative = inhibition, % at the top dose, mostly 46.1 µM; hits show Potency in µM | 0.64% of 320,000 active | AID 2685; active means well fitted inhibition curve with a large enough effect in the signal ratio, with a control signal flat, not every such curve was filed as active; inconclusive means small, poorly fitted or top-dose-only effect, or effect the other way, or a change in a side signal; the % refers to the signal ratio
#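 Drosophila S3 cells loaded with oleic acid (400 uM, as added) and compounds at several concentrations; lipid droplets imaged by 488-nm laser-scanning cytometry, 500–530 nm intensity and object ratio to cell channel. Percent activity normalized to 20 uM Triacsin C.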
# S3 lipid droplet cell count max: also measured in S3 lipid droplet; calls as there; cell number change, %; measured here: cell count max response;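 cells counted by Cell Tracker Red CMTPX staining in the red channel; peak over a dose series mostly up to 46.1 µM; percent activity relative to internal control wells on each plate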
# * marks the source's active call; other numbers are inactive results; i = inactive; ? = inconclusive; · = no result given; [ ] = another dose, or the depositor's remark. On the % scale 0 is the no-effect control and ±100 the full control effect; potency means the concentration at half of the fitted maximal effect.
SMILES,S3 lipid droplet,S3 lipid droplet cell count max
COC(=O)c1ccccc1-c1c2ccc(=N)cc-2oc2cc(N)ccc12,?,·
CCCCC[n+]1ccn(C2=C([O-])c3ccccc3C(=O)/C2=N\S(=O)(=O)c2ccccc2)c1,?,·
Cc1cc(C)cc(OCC(=O)Nc2ccc(N3CCN(C(=O)c4ccco4)CC3)cc2)c1,i,·
COc1cccc(OCC(=O)O/N=C(\N)c2ccncc2)c1,i,-15.2
CCOC(=O)CN(C(=O)COc1nc(C)cc(C)c1C#N)c1cccc(Cl)c1,3.1%,6.1
Cc1ccc(-c2nnc(SCC(N)=O)nc2-c2ccc(C)cc2)cc1,?,·
CCCS(=O)(=O)c1c(S(=O)(=O)CCC)c2c3ccccc3ccn2c1C(=O)OC,-12.4%,-17.8
COC(=O)CCNc1n[nH]c(=O)[nH]c1=O,?,·
O=c1[nH]nc(CNc2cccc(C(F)(F)F)c2)c2ccccc12,-1.5%,-29.7
Cc1cc(=O)[nH]c(SCc2nc3ncccn3c2Br)n1,?,·
N#Cc1c(-c2ccco2)cc(C2CC2)nc1SCC(=O)c1ccccc1,?,·
CC(=O)NCC(=O)OCC(=O)c1ccc2ccccc2c1,?,·
N#Cc1ccc(COC(=O)c2ccc3c(=O)[nH]c(CN4CCOCC4)nc3c2)cc1,i,6.9
COC(=O)c1ccccc1NC(=O)CN1CCC(NC(=O)c2ccccc2C)CC1,?,·
O=S(=O)(Nc1ccc(S(=O)(=O)N2CCOCC2)cc1)c1ccc(Br)cc1,?,·
Cc1ccc(C)c(S(=O)(=O)N2CCN(C(=O)c3ccncc3)CC2)c1,?,·
C[C@@H](O)[C@H]1O[C@]2(C)CCC[C@H]1O2,?,·
Cc1c(O)c(CN2CCCCC2)cc2c1oc(=O)c1ccccc12,2.8%,-1.0
S=C(Nc1ccc(Cl)cc1Cl)NC1CCCCC1,-3.3%,-7.3
CC1Cc2ccccc2N1C(=O)CN(C)CC(=O)Nc1ccc(OC(F)(F)F)cc1 (stereo not given),?,·
O=C(COC(=O)c1ccncc1)Nc1cc(Cl)ccc1Cl,i,6.5
CC(=O)Nc1ccc(S(=O)(=O)Nc2ccc3c(c2)OCCO3)cc1,?,·
CCN(CC(=O)NCc1ccc(F)cc1)C(=O)c1cc2ccccc2o1,?,·
Cc1ccc(C(=O)OCC(=O)N2CC(C)OC(C)C2)cc1 (stereo not given),?,·

# Given with values under each structure: part of the list above.
# Values in the order – S3 lipid droplet	S3 lipid droplet cell count max
CC1Cc2ccccc2N1C(=O)CN(C)CC(=O)Nc1ccc(OC(F)(F)F)cc1 (stereo not given)
 : ?	·
COC(=O)c1ccccc1NC(=O)CN1CCC(NC(=O)c2ccccc2C)CC1
 : ?	·

# Following part
SMILES,S3 lipid droplet,S3 lipid droplet cell count max
O=C1CCCC(=O)C1=C1SCCCS1,-10.4%,-13.0
COc1cccc(NC(=O)CN2CCN(CC(=O)Nc3ccc(F)cc3)CC2)c1,?,·
C/C(=N/OC(=O)c1c(-c2ccccc2Cl)noc1C)c1cnccn1,5.1%,5.6
O=C(CN1C(=O)NC2(CCCC2)C1=O)Nc1ccccc1N1CCCCC1,-9.8%[0.0737 µM],21.2
CC1CC(C)CN(C(=S)Nc2ccc3nc4n(c(=O)c3c2)CCCCC4)C1 (stereo not given),?,·
Cc1cc(=O)oc2cc(OCc3ccc(C(=O)OCC(=O)Nc4ccc(N(C)C)cc4)cc3)ccc12,?,·
Cc1ccc(-c2cc(C(F)(F)F)nn2-c2ccc(S(N)(=O)=O)cc2)cc1,?,·
CCOC(=O)c1c(C)[nH]c(C(=O)COC(=O)c2cc(C)oc2C)c1C,?,·
CCc1nnc(NC(=O)CSc2nnc(CNc3ccc(OC)cc3)n2C)s1,8.8%,8.2
COc1c2c(nc3occc13)C(CC=C(C)C)(OC)C(OC(C)=O)CC2 (stereo not given),0.7%,-3.4
CCNS(=O)(=O)c1ccc(CCC(N)=O)cc1,?,·
Cc1ccc(NC(=O)CCS(=O)(=O)c2ccc3c(c2)NC(=O)C(C)S3)cc1Cl (stereo not given),?,·
COc1cccc(CN(C)CC(=O)NNC(=O)c2ccc(Cl)cc2)c1,?,·
COc1cc(/C=C/C(=O)OCC(=O)Nc2ccc3c(c2)OCCO3)ccc1O,?,·
CN1C(=O)c2ccc(NC(=O)c3cccc4ccccc34)cc2C1=O,?,·
Cc1ccc(-n2cnc3c(sc4nc(N5CCOCC5)c5c(c43)CCCC5)c2=O)cc1,10.8%,24.9
CCN(C(=O)CN1C(=O)NC(c2ccccc2)(c2ccc(C)c(C)c2)C1=O)C1CCCCC1 (stereo not given),i,-5.5
CC(C)(C)C(=O)Nc1ccc(S(=O)(=O)Nc2nccs2)cc1,-15.9%,-10.1
COc1ccc(S(=O)(=O)N2CCCCC2)cc1NC(=O)CSc1nnc(C2CC2)n1C,?,·
CCCNC(=O)C1CCC(CNS(=O)(=O)c2ccc3c(c2)N(C(C)=O)CCO3)CC1 (stereo not given),?,·
CN(C)CCNC(=O)c1ccccc1-c1ccccc1,1.6%,4.5
O=C(c1cccc(Cl)c1)N1CCN(Cc2ccc3c(c2)OCO3)CC1,2.8%,-9.0
COc1ccc(OCc2cc(C(=O)NCC3CCOCC3)no2)c(Cl)c1,?,·
C/C(=N\Nc1ccc(S(=O)(=O)N2CCOCC2)cc1[N+](=O)[O-])C(C)C,?,·
Nc1nc(COC(=O)CCC(=O)c2ccccc2)nc(Nc2ccccc2)n1,?,·
CNc1c(N=Cc2cccnc2)c(=O)n(C)c(=O)n1C,5.4%,-11.2
CCc1ccc(NC(=O)C(C)OC(=O)CN2C(=O)NC3(CCCC3)C2=O)cc1 (stereo not given),-19.3%,-5.5
COc1ccccc1N1CCN(C(=O)CSc2nc(N)cc(=O)[nH]2)CC1,17.6%,23.9
COc1ccc(-n2c(=S)[nH]c3sc4c(c3c2=O)CCc2ccccc2-4)cc1,-19.2%,8.4
COc1cccc(C(=O)Nc2nnc(-c3cccs3)s2)c1,?,·
O=C(NCc1ccco1)c1ccc(Cl)c(S(=O)(=O)N2CCCC2)c1,?,·
CCC(=O)c1ccc(OCC(O)CN2CCN(c3cccc(C(F)(F)F)c3)CC2)cc1 (stereo not given),?,·
O=S(=O)(c1ccc(F)c(Cl)c1)N1CCN(C/C=C/c2ccccc2)CC1,?,·
Cc1cnc2c(c1)C(=O)c1ccccc1-2,-0.5%,-7.6
COc1cc(C(=O)Nc2nccs2)cc(OC)c1OC,?,·
CCOP(=O)(OCC)C(C)(C)NC(=O)Nc1ccc(Cl)c(Cl)c1,11.7%,12.0

# Structures from the list above that have a cyano group (3):
SMILES,S3 lipid droplet,S3 lipid droplet cell count max
CCOC(=O)CN(C(=O)COc1nc(C)cc(C)c1C#N)c1cccc(Cl)c1,3.1%,6.1
N#Cc1c(-c2ccco2)cc(C2CC2)nc1SCC(=O)c1ccccc1,?,·
N#Cc1ccc(COC(=O)c2ccc3c(=O)[nH]c(CN4CCOCC4)nc3c2)cc1,i,6.9

# More structures.
SMILES,S3 lipid droplet,S3 lipid droplet cell count max
Cn1cc(S(=O)(=O)N2CCOCC2)cc1C(=O)NCc1ccccc1Cl,?,·
Nn1cnnc1N/N=C/c1ccccc1C(F)(F)F,?,·
CC(C)(C)c1cc(C(F)(F)F)c(C#N)c(=O)[nH]1,?,·
COc1ccc(CNC(=O)N2CCN(c3ccc(F)cc3)CC2)cc1Cl,?,·
O=C(O)c1cc2cc(Oc3ccccc3)ccc2[nH]1,?,·
CC(=O)Cc1ccccc1OCC(=O)O,?,·
CC(C)(C)C(=O)Nc1nnc(SCC(=O)NCc2ccco2)s1,5.1%,17.5
COc1ccc([C@H]2CC(=O)C=C(c3ccccc3OC)C2)cc1OC,15.0%,-3.7
Cc1ccc(C)c(NC(=S)N2CCC(NC(=O)C3CCCCC3)CC2)c1,?,·
CCOC(=O)C1CCN(c2nc(C)cc(C)c2C#N)CC1,?,·
O=C(NC1CCCN(CCc2ccccc2)C1)c1c(F)cccc1F (stereo not given),-7.4%,-12.4
CC(=O)c1cccc(NC(=O)CCc2nnc3ccc(N4CCN(C)CC4)nn23)c1,?,·

# Sorted by the number under S3 lipid droplet cell count max (rising): three from the list above
canonical_smiles,S3 lipid droplet cell count max
O=C(NC1CCCN(CCc2ccccc2)C1)c1c(F)cccc1F (stereo not given),-12.4
COc1ccc([C@H]2CC(=O)C=C(c3ccccc3OC)C2)cc1OC,-3.7
CC(C)(C)C(=O)Nc1nnc(SCC(=O)NCc2ccco2)s1,17.5

# (cont.)
SMILES,S3 lipid droplet,S3 lipid droplet cell count max
COc1ccc(N2C(=O)CC(N3CCN(c4ccccc4F)CC3)C2=O)cc1 (stereo not given),i,·
CCOC(=O)c1c(S(=O)(=O)NCC(=O)Nc2cccc(C)n2)c(C)n(C)c1C,-12.4%,-4.0
COC(=O)C1=C(C)N(Cc2ccc(C)cc2)C(=O)C1,18.3%,6.0
COc1ccc(CCN2CN(S(=O)(=O)c3ccc(OC)cc3)c3nc4ccccc4nc32)cc1,?,·
COc1cccc(C(c2sc3ncnn3c2O)N2CC(C)OC(C)C2)c1 (stereo not given),?,·
CC1(C(=O)OCC(=O)Nc2ccc(C(N)=O)cc2)CC1(Cl)Cl (stereo not given),?,·
CC1CCCCN1CCCNC(=O)C1CCN(c2nc3ccccc3o2)CC1 (stereo not given),?,·
S=c1[nH]nc(-c2ccc(Cl)cc2)n1-c1ccc(Cl)cc1,?,·
CN(C)S(=O)(=O)NCCNc1ccc(C(F)(F)F)cc1[N+](=O)[O-],?,·
O=C(Nc1ccc(F)c(Cl)c1)N1CCCC1,?,·
Cc1ccc(S(=O)(=O)NCCC(=O)NCC(=O)Nc2c(C)cccc2C)cc1C,i,·
C/C(CC(=O)Nc1ccc2c(c1)OCCO2)=N\NC(=O)COc1cccc(C)c1,?,·
O=S(=O)(Nc1ccc2cn[nH]c2c1)c1ccc(Cl)cc1,i,·
COc1cccc(/C=N/n2cnc3ccccc32)c1OC,?,·
COc1ccc2[nH]cc(CCN3C(=O)c4ccc(C(=O)O)cc4C3=O)c2c1,-19.8%,20.7
CCn1c(-c2ccccc2)c[nH]c1=S,?,·
O=C(O)CCn1c(C(=O)O)cc2sccc21,i,6.2
Cc1ccc(NC(=O)C2C3CC4OC(=O)C2C4C3)cc1Cl (stereo not given),16.4%,-3.0
Cc1cc(C)n(-c2ccc(S(N)(=O)=O)cc2[N+](=O)[O-])n1,-15.6%,0.4
COc1ccc2c(c1)O[C@H](c1ccc3c(c1)OCO3)[C@@H](OC(=O)N[C@H](C)C1CCCCC1)C2=O,?,·
CC(CCc1ccccc1)NC(=O)c1ccc(Cl)nc1 (stereo not given),12.8%,-4.6
CC(Oc1ccc(Cl)cc1)C(=O)Nc1ccc(S(=O)(=O)Nc2nccs2)cc1 (stereo not given),?,·
CC1CCC2C(=O)N(c3ccc(NC4CCCCC4)c([N+](=O)[O-])c3)C(=O)C2C1 (stereo not given),?,·
O=Cc1ccc(Oc2nc(Cl)ncc2F)cc1,7.0%,16.8

# By substructure, the entries above with bromine
SMILES,S3 lipid droplet,S3 lipid droplet cell count max
Cc1cc(=O)[nH]c(SCc2nc3ncccn3c2Br)n1,?,·
O=S(=O)(Nc1ccc(S(=O)(=O)N2CCOCC2)cc1)c1ccc(Br)cc1,?,·

# Later entries:
SMILES,S3 lipid droplet,S3 lipid droplet cell count max
O=C(Nc1ccc(F)cc1)c1cc(S(=O)(=O)Nc2ccc(F)cc2)cs1,?,·
COc1ccc(CCN(Cc2ccc(C(C)C)cc2)S(=O)(=O)c2ccc(S(=O)(=O)N(C)C)cc2)cc1OC,0.0%,-3.1
CN1CCC(NC(=O)c2ccncc2)CC1,?,·
Cc1ccc2[nH]c3c(c2c1)CN(C(=O)CN1CCN(c2ccccc2)CC1)CC3,?,·
C(=C\c1ccccc1)/CN1CCN(Cc2nc(Cc3ccccc3)no2)CC1,7.8%,-6.8
O=C(Nc1ccccc1)C(=O)Nc1cccnc1,5.4%,-3.5
O=C(O)CC12CSc3[nH]c(=O)sc3C1c1ccccc1OC2=O (stereo not given),?,·
Cc1csc(NC(=O)CSc2ccc3nnc(-c4ccncc4)n3n2)n1,-18.1%[9.22 µM],-26.5
CCOC(=O)CC(NS(=O)(=O)Cc1ccccc1)c1ccc(C)cc1 (stereo not given),?,·
COC(=O)c1c(C)cc(C)c2c1CC(C)(C)C2=O,8.0%,·
COc1nc(C)nc(C)c1Oc1ccc(Cl)cc1Cl,?,·
COc1ccc2c(c1)C=C(CN1CCC(CO)(CCc3ccccc3)CC1)CO2,21.0%,-4.3
COCCNC(=O)c1c(CS(=O)(=O)c2ccccc2)noc1C(=O)NCc1ccccc1,16.7%,0.5
O=C(NCCCc1ccccc1)[C@@H]1Cc2ccccc2CN1,14.3%,0.3
Nc1ccc(C(=O)OCc2nc3c(ccc4ccccc43)[nH]2)cc1,-21.6%,-25.5
O=C(Nc1nnc(-c2ccccc2F)s1)c1ccccc1F,?,·
COc1ccc(NC(=O)c2cn(C)c(=O)c3cc(OC)c(OC)cc23)c(OC)c1,?,·
O=C(COc1nc2ccccc2nc1N1CCOCC1)Nc1cccc(S(=O)(=O)N2CCCCC2)c1,8.3%,-10.5
Cc1noc(C)c1CC(=O)N1CCCC(C(=O)c2ccc(C(C)(C)C)cc2)C1 (stereo not given),?,·
CCOc1ccccc1NC(=O)C(OC(=O)c1ccccc1NS(=O)(=O)c1cccs1)c1ccccc1 (stereo not given),?,·
CC(C)CNC(=S)NC1CC2CCCC(C1)N2C1CCCCC1 (stereo not given),-22.8%,-19.2
Cc1ccc(NC(=O)OCC(F)(F)C(F)F)cc1NC(=O)OCC(F)(F)C(F)F,10.1%,-7.9
Cc1ccc(S(=O)(=O)N2CCOCC2)cc1C(=O)OCC(=O)NCc1ccc2c(c1)OCO2,?,·

# Bioassay records as filed in PubChem BioAssay.

# This is a subset; the hit share may differ from the screen's.
